# Wee1 stabilizer: inhibitors of human Wee1 degradation; P30291; HeLa Luc-Wee1K328M stability, luciferase luminescence; 100% = proteasome inhibitor MG132 effect; reporter increase, % at 5 µM; hit rate 1.2% among 220,000;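 active = activation above the mean of all tested compounds plus 3 SD, set per screening run, cut at about 8.8% in these data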;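 note: cells exposed to compound for 20 h before luminescence read; 0% = DMSO alone and 100% = MG132 at 30 µM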
# Target sequence (P30291 whole entry K328M): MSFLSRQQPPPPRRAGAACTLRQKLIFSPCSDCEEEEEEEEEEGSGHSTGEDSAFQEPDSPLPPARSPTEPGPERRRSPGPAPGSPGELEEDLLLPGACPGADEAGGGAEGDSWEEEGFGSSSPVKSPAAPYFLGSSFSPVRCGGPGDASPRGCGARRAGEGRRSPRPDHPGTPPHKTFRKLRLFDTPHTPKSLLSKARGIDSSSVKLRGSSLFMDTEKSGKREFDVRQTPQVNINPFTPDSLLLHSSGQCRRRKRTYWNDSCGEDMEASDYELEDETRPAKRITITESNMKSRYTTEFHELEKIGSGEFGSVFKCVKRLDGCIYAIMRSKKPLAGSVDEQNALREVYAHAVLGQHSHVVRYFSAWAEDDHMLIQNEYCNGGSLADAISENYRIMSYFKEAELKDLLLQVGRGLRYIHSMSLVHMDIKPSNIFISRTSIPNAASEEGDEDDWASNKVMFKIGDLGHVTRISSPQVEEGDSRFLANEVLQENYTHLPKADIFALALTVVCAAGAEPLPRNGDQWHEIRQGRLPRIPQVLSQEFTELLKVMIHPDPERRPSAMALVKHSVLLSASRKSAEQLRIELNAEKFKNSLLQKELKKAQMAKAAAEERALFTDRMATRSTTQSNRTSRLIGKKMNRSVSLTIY
# KLK5 inh: blocks human kallikrein 5 protease activity | Q9Y337 | recombinant hK5, fluorogenic AMC substrate cleavage | inhibition, % at 5 µM | hit rate 0.59% among 210,000 | AID 873;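 active = inhibition of 40% or more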;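 note: 0% = enzyme controls without compound and 100% = no-enzyme blanks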
# Target sequence (Q9Y337 67-293 limits assumed): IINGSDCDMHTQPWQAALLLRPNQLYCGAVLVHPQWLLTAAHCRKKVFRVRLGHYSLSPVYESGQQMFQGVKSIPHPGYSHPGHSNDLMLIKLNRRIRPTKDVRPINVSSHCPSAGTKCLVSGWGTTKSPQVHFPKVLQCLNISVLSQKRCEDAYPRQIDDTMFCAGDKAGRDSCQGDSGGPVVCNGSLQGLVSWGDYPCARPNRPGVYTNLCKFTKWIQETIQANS
# eIF4E-4G inh: inhibitors of eIF4E and eIF4G interaction in translation initiation; P63073+Q04637; TR-FRET eIF4E-eIF4GI(517-606) binding, 2 h; inhibition, % at 21.7 µM; hit rate 0.37% among 220,000; AID 782;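 active = inhibition above about 30%, limit read from the data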;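 note: 0% = full FRET control wells and 100% = background wells lacking eIF4GI fragment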
# 14-3-3 Bad PPI: disrupts binding of bovine 14-3-3 zeta to phospho-Bad peptide. TR-FRET 14-3-3zeta/Dy647-pBad peptide displacement, 1 h. inhibition, % at 21.7 µM. hit rate 0.71% among 220,000. AID 781;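 active = inhibition above about 70%, limit read from the data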;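 note: 0% = full 14-3-3 plus peptide FRET controls and 100% = background without 14-3-3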
# FXIa inh: blocks human coagulation factor XIa protease activity; purified FXIa, Boc-Glu-Ala-Arg-AMC fluorogenic substrate; inhibition, % at 5 µM; hit rate 0.14% among 220,000;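 active = inhibition of at least 40%; inactive = inhibition below 40%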;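 note: fluorescence of freed AMC excited at 355 nm; 0% = enzyme without compound and 100% = no enzyme blank; many of its hits are not listed in these tables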
# p97 ATPase inh: human p97 ATPase inhibition; recombinant p97 ATPase, Kinase-Glo ATP luminescence, 3 h; inhibition, % at 8 µM; AID 1481; hit rate 0.42% among 220,000; in the data active = inhibition above about 15%;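 note: 0% = DMSO vehicle and 100% = wells lacking enzyme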
# FXIIa inh 1536: blocks human coagulation factor XIIa protease activity; inhibition, % at 5 µM; hit rate 0.3% among 220,000; AID 800; purified FXIIa, Boc-QGR-AMC fluorogenic substrate, 2 h; P00748; in the data active = inhibition above about 40%;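 note: 0% = enzyme with no compound and 100% = blank without enzyme; many of its hits are not listed in these tables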
# Mdm2 ligase inh: blocks human Mdm2 ubiquitin ligase activity; hit rate 0.11% among 210,000; signal enhancement, % at 5 µM; cell-based MDM2 ubiquitination luciferase reporter, 2 h; 0 = plate control, 100 = twice control, blank-subtracted; Q00987;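 active = signal enhancement of 30% or more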;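 note: luminescence tracks abundance of the self-degrading MDM2-luciferase fusion protein; higher signal means inhibition of MDM2 E3 ligase activity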
#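 system = mammalian cells stably expressing self-ubiquitinating, self-degrading MDM2 E3–luciferase fusion | quantity = 2000 cells per well seeded | incubation = 4 h cell settling then 2 h compound exposure, 37 °C | signal = SteadyLite luminescence, 15 min reagent step | benchmarks = plate control and blank wells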
# Rad51 HR inh: Rad51 (human) homologous recombination inhibition; hRad51 DNA strand exchange, fluorescence dequenching; AID 1385; inhibition, % at 10 µM; Q06609; hit rate 0.085% among 200,000;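 active = inhibition above 40% at the single screening dose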;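 note: 0% = DMSO control wells and 100% = blanks with heterologous ssDNA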
#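 material = hRad51 filaments on single-stranded DNA | timing = filaments 15 min 37 °C, then compound 30 min | signal = FRET fluorescence dequenching, excitation 485 nm, emission 520 nm | benchmarks = control wells and blank wells on each plate | evaluation = percent inhibition relative to plate controls and blanks | compound = 10 µM final, single point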
# * hit, by the source's call; . = not tested or not shown; [ ] = remark or other dose. Compounds as they come, and some 3.5% of all compounds hit somewhere here.
SMILES,Wee1 stabilizer,KLK5 inh,eIF4E-4G inh,14-3-3 Bad PPI,FXIa inh,p97 ATPase inh,FXIIa inh 1536,Mdm2 ligase inh,Rad51 HR inh
CC(C)(CO)CNC(=O)CCc1nnc(CCCc2ccccc2)o1,-1.5,-3.1,4.9,-6.3,1.5,4.7,4.4,-16.6,-34.6
O=C(O)CC1Sc2ccccc2NC1=O (stereo not drawn),-1.4,-19.0,4.0,-0.3,-0.5,9.3,16.6,-2.1,13.2
CC(=O)Nc1ccc(S(=O)(=O)NC(CC(=O)O)c2ccc(C)cc2)cc1 (stereo not drawn),-2.9,-3.7,-1.6,0.4,-3.9,5.8,-1.2,-4.7,-3.1
CCOC(=O)Cc1csc(NC(=O)c2cc3ccccc3o2)n1,-1.6,-0.2,2.0,-7.0,-2.1,1.7,5.0,1.7,-2.1
CCCCn1nc2cc(C(=O)NCC34CC5CC(CC(C5)C3)C4)ccc2c1OC,0.5,-1.8,-4.0,15.1,-5.6,0.7,3.0,-13.5,15.0
CCC(=O)c1c[nH]c(C(=O)NCc2cccnc2)c1,0.9,-7.5,-4.7,80.1*,3.7,2.3,8.3,0.3,16.4
O=C(NCc1ccco1)c1ccc(Cn2c(=O)c3ccccc3n(Cc3cccc(F)c3)c2=O)cc1,1.1,2.8,0.6[fluorescence artefact?],2.6,7.4,0.2,15.2,-6.0,0.6
Cc1cccc2cc(CN(Cc3ccc(F)cc3)C(=O)N3CCOCC3)c3nnnn3c12,-3.6,-7.1,-2.3,1.2,-0.7,2.9,9.6,-3.6,-3.5
Cn1nc(C(F)(F)F)cc1C(=O)Nc1ccc(Cl)cc1,2.0,9.9,6.5,0.4,-17.1,-2.9,0.3,-20.4,-8.6
C=CCn1c(O)c(C(CC)=NCCN2CCOCC2)c(=O)[nH]c1=O,-2.0,-0.1,-1.0,-14.8,-7.7,5.6,-12.9,-22.6,-5.6
CCOC(=O)C1CCCN(Cc2ccc3c(c2)OCO3)C1 (stereo not drawn),-2.7,-6.6,-1.2[fluorescence artefact?],75.1*,5.4,3.2,13.6,3.1,-3.5
CCOC(=O)Cc1ncccc1C(=O)Nc1ccc(OC)cc1,-1.4,-6.6,-3.0,-13.6,-1.5,2.9,4.4,-9.2,0.7
O=C(NNc1nc2ccccc2s1)Nc1ccccc1,1.4,-12.4,1.1[fluorescence artefact?],5.5,1.7,-2.0,0.8,-12.2,3.4
O=c1nc(C(F)(F)F)nc2ccccn12,5.6,0.8,11.7,10.3,-2.1,3.2,-1.5,9.6,1.9
C=CCn1c(C)cc(C(=O)CN2C(=O)NC3(CCCc4ccccc43)C2=O)c1C (stereo not drawn),-3.1,14.7,9.8,-12.1,-3.4,0.1,12.4,-14.9,-5.9
CCN(CC)S(=O)(=O)c1ccc(-n2c(=O)c(C(C)C)c(C)n2C)cc1,-1.8,0.1,-0.7,-9.4,-2.7,-0.3,9.0,-5.0,-4.3
O=C(c1ccccn1)N1N=C2/C(=C/c3ccc(F)cc3)CCCC2C1c1ccc(F)cc1 (stereo not drawn),-2.4,-7.5,-1.2[fluorescence artefact?],0.5,-1.1,-4.8,6.2,-9.2,-4.2
O=C(COc1ncnc2cc([N+](=O)[O-])ccc12)NCc1ccc2c(c1)OCO2,0.8,3.5,1.6,0.4[fluorescence artefact?],-8.0,0.8,-7.3,-14.2,-8.9
CCOC(=O)C1=C(CP(=O)(c2ccccc2)c2ccccc2)NC(=O)NC1c1ccc(Cl)cc1 (stereo not drawn),-1.8,-5.7,-7.6,2.2,-1.2,-2.6,5.3,-8.8,-4.5
COc1ccc(NC(=O)Cn2nnc(-c3ccccc3F)n2)cc1,-2.1,3.6,11.5,-9.5,-13.3,-7.0,-2.4,-0.5,3.0
COC(=O)C1=C(C(=O)c2ccc(C)cc2)C(c2ccc(O)c(OC)c2)n2nnnc2N1 (stereo not drawn),4.6,-12.6,-4.0,-14.7,-6.4,2.7,-1.3,-7.8,6.9
CCN(C(=O)COC(=O)c1cccc(-n2cnnn2)c1)C1CCCCC1,1.8,-6.3,0.8,-8.5,-5.0,2.7,0.1,-13.6,0.6
Cc1nn(Cc2ccc(C(=O)NC3CCCCC3)o2)c(C)c1Br,-0.3,-5.9,-8.3[fluorescence artefact?],-2.4,-0.5,-1.1,-11.2,-8.6,2.4
CN(c1ccccc1)S(=O)(=O)c1cc(C(=O)N2CCN(c3ccccn3)CC2)ccc1Cl,3.6,13.7,-3.9[fluorescence artefact?],0.7,-2.1,-0.8,1.8,-16.4,-8.6
CC(C)=NNc1cc([N+](=O)[O-])cc2c1C(=O)N(C)S2=O (stereo not drawn),-0.8,-3.4,-3.3,-1.4,-2.9,-1.2,6.6,-20.7,.
COc1cc(NC(=O)c2cccc(C)c2)c(OC)cc1NC(=O)CN1CCCCC1,-1.5,5.4,-2.3,-6.3,-0.1,1.6,13.7,-6.4,1.2
COc1ccc(C2=NOC3(CC(=O)N(c4ccc(F)cc4)C3=O)C2)c(OC)c1 (stereo not drawn),-1.5,4.4,-10.2,-8.9,2.5,4.6,5.1,-8.4,0.7
CC(=O)Nc1sc2c(c1CN1CCN(c3ccccn3)CC1)CCCC2,-3.3,-8.3,1.5,-3.1,7.6,2.6,14.3,2.7,1.2
CCOC(=O)C1CCCN(C(=O)c2ccc(OCC)cc2)C1 (stereo not drawn),0.3,-3.7,-4.0,9.2,5.5,4.3,7.9,-12.2,-7.7
C=CCN(c1ccc(C(=O)Nc2ccc(C)c(C)c2)cc1)S(C)(=O)=O,0.4,-24.5,2.9,-5.2,3.3,5.1,10.6,-5.3,0.2
N#CC(C#N)=C1C=CC=CN1/C(=C\c1ccccc1)C(=O)c1cccs1,0.3,0.2,-1.4[fluorescence artefact?],17.9,10.2,8.8,5.5,-5.3,-26.4
O=C(Cn1nnc(-c2ccncc2)n1)N1CCc2ccccc21,4.5,8.3,-3.8,2.4,-2.8,2.8,0.5,-8.1,-11.1
CCOCCc1nnc(NC(=O)c2ccc(OC)c(OC)c2)s1,-1.6,3.4,0.4[fluorescence artefact?],-4.2,-1.6,-1.7,0.4,13.9,-1.8
Cc1ccc(CNC(=O)CN(C)S(=O)(=O)c2cccc3cccnc23)cc1,-1.9,-17.2,0.1[fluorescence artefact?],2.9,-5.7,-6.1,7.0,-10.4,-7.9
CN(CC(=O)Nc1ccccc1F)CC(=O)Nc1ccc(F)c(F)c1F,0.5,-0.7,-2.7,-8.8,-1.4,-1.6,.,-7.2,-2.1
COc1ccc(-c2ccc(CCC(=O)O)n2CC(C)C)cc1,1.6,-4.1,.,.,0.3,2.4,11.3,-6.3,0.4
O=[N+]([O-])c1ccc(-n2nncc2-c2ccc(Cl)cc2)cc1,1.1,-6.8,9.5,-4.5,-6.2,1.9,2.7,-21.7,.
Cc1ccc(Nc2oc(C)nc2C#N)cc1,-1.7,3.5,7.0[fluorescence artefact?],-1.5,0.1,5.5,0.8,10.9,1.0
O=C(CCS(=O)(=O)c1ccccc1)Nc1cccc2c1C(=O)NC2=O,-3.6,1.7,2.3,-1.8,-3.1,0.0,4.7,0.1,.
O=C(COC(=O)Cc1ccc(-c2ccccc2)cc1)NCc1ccccc1,2.4,-17.2,1.7,-3.4,8.3,-0.9,17.7,-17.5,-4.5
COc1cccc(OCCc2c(C)n[nH]c2C)c1,0.2,-8.0,-12.7,61.0,3.5,4.5,17.8,-7.6,-6.0
C=CCSc1nnc(-c2cc3c(s2)-c2ccccc2CC3)o1,-1.5,-335.0,0.2,-4.8,-34.6,-8.1,-49.2,-8.9,-7.0
CN(c1ccccc1)c1cc(=O)[nH]c(=O)[nH]1,-2.5,-12.3,13.4,-3.1[fluorescence artefact?],7.6,6.2,7.5,5.6,5.9
COc1ccccc1CNC(=O)c1ccccc1N(C)S(C)(=O)=O,-0.1,-22.0,-5.2,-8.7,3.6,2.6,19.4,-17.7,-2.5
CCOC(=O)CC1C(=O)NCCN1Cc1ccc(OC)c(OC)c1 (stereo not drawn),-1.5,3.0,3.3,-11.4,-0.3,0.3,7.9,-2.9,-0.8
Fc1ccc(N2CCN(C(=S)NCC3CCCO3)CC2)cc1 (stereo not drawn),2.4,10.9,-1.5,-5.2,-1.1,0.0,8.4,-13.5,15.1
CN(c1ccccc1)S(=O)(=O)c1ccc(NC(=O)c2ccc(-c3ccccc3)cc2)cc1,2.2,6.9,0.2,10.1,-24.8,1.0,10.0,-3.6,-2.4
Cc1cc2c(cc1C)NC(c1cccnc1)C1=C(CC(C)(C)CC1=O)N2 (stereo not drawn),0.6,-3.2,-3.5,-13.4,-1.7,1.4,1.9,-12.7,3.6
CCOC(=O)CNC(=O)/C=C/c1ccc2c(c1)OCO2,-0.2,13.3,-1.6,-7.9,1.7,3.8,11.5,-1.4,4.3
CSc1ncccc1C(=O)OCc1cccc([N+](=O)[O-])c1,0.7,-0.9,1.7,-0.4,-5.1,4.0,6.0,-8.5,15.3
CC(=O)c1cccc(NC(=O)C(NC(C)C)c2ccccc2)c1 (stereo not drawn),0.0,16.8,0.2,-3.3,-0.6,-0.4,4.8,-11.1,.
CC1=NN(C(=O)Cc2ccccc2)C(O)(c2cccnc2)C1 (stereo not drawn),1.4,-21.9,3.0[fluorescence artefact?],2.9[fluorescence artefact?],1.1,0.1,5.7,-11.7,-3.0
Cc1ccccc1C(=O)O/N=C(\N)c1cccc([N+](=O)[O-])c1,-0.2,-23.4,3.1[fluorescence artefact?],-9.6,2.4,0.3,10.2,-46.3,-5.5
Cc1cc(=O)n2[nH]nnc2n1,-1.2,2.4,-1.4,-9.3,4.6,3.0,12.8,-14.4,-1.1
COc1ccc(C(=O)O/N=C(/c2ccccc2)c2ccncc2)cc1OC,2.5,-1.0,5.4,-7.8,-1.6,9.4,7.7,6.6,6.1
COc1cccc(/C=C(\C(=O)O)c2ccccc2)c1,3.1,-3.2,-0.1,8.1,22.7,-1.4,4.5,-20.4,4.5
Cc1ccc(S(=O)(=O)N(Cc2ccc(F)cc2)Cc2ccco2)cc1,0.5,1.8,2.0,-6.7,-4.7,5.6,7.5,3.5,-3.5
CN(C)CC(C)(C)CNS(=O)(=O)c1ccc(OC(F)(F)F)cc1,2.3,6.0,2.2,-11.6,0.9,6.8,5.6,7.1,31.3
O=C(CCCn1nnc(-c2cccnc2)n1)c1ccc(F)cc1,-0.1,-0.1,4.7,-3.5,3.7,3.6,10.4,-25.3,0.6

# 3 of the entries above in order of their number in FXIIa inh 1536, rising.
Compound	FXIIa inh 1536
CSc1ncccc1C(=O)OCc1cccc([N+](=O)[O-])c1	6.0
CN(c1ccccc1)c1cc(=O)[nH]c(=O)[nH]1	7.5
CN(c1ccccc1)S(=O)(=O)c1ccc(NC(=O)c2ccc(-c3ccccc3)cc2)cc1	10.0

# Two successive entries out of the list so far:
SMILES,Wee1 stabilizer,KLK5 inh,eIF4E-4G inh,14-3-3 Bad PPI,FXIa inh,p97 ATPase inh,FXIIa inh 1536,Mdm2 ligase inh,Rad51 HR inh
CN(c1ccccc1)c1cc(=O)[nH]c(=O)[nH]1,-2.5,-12.3,13.4,-3.1[fluorescence artefact?],7.6,6.2,7.5,5.6,5.9
COc1ccccc1CNC(=O)c1ccccc1N(C)S(C)(=O)=O,-0.1,-22.0,-5.2,-8.7,3.6,2.6,19.4,-17.7,-2.5
